Rv3671c protease = Rv3671c (M. tuberculosis) protease inhibition; inhibition, % at 5.96 µM; P9WHR9; AID 2606; 0.048% of 320,000 active; in the data active = inhibition above about 38%;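 note: extracellular domain of Rv3671c used as enzyme; 0% = enzyme with DMSO and 100% = no enzyme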
FadD28 binding = blocks FadD28 binding to the bisubstrate probe; fluorescence polarization; AID 588549; inhibition, % at 12.5 µM; 0.22% of 360,000 active; in the data active = inhibition above about 8.5%, passing the limit was not always enough; inconclusive = no clear call, values can overlap the other calls
BoNT F protease = BoNT F light chain protease inhibition; Multiplex microsphere protease cleavage assay, flow cytometry; 0.22% of 360,000 active; inhibition, % at 10 µM; AID 588497; in the data active = inhibition above about 35%, passing the limit was not always enough; inconclusive = no clear call, values can overlap the other calls; note: plate controls were buffer without enzyme for full effect and enzyme alone for no effect
CCHF vOTU inh = blocks the CCHF virus ovarian tumor domain protease; CCHFV vOTU protease, Pep-AMC fluorescence; inhibition, % at 11.5 µM; 0.55% of 370,000 active; AID 651958; note: 0% = vehicle wells with enzyme and 100% = no enzyme wells
VHR inh abs = blocks human VHR1 dual specificity phosphatase; P51452; recombinant VHR phosphatase, pNPP absorbance; inhibition, % at 13.3 µM; 0.52% of 290,000 active; AID 1654; in the data active = inhibition above about 50%; note: some compounds called inactive have numbers as strong as hits
Target sequence (P51452 whole entry, looked up): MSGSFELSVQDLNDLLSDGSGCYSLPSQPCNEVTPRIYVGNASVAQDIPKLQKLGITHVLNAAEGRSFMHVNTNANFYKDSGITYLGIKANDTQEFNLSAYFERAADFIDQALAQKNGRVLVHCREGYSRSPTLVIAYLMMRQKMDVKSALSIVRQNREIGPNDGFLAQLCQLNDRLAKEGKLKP
GDH-TPI counter = counter-screen for M. tuberculosis FBA inhibitors: GDH-TPI coupled enzymes. GDH-TPI coupled enzyme counterscreen, NADH absorbance. inhibition, % at 4.8 µM. 1.2% of 360,000 active. AID 588335;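 note: 0% = DMSO wells and 100% = wells lacking the enzyme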
UGM FP inh = blocks M. tuberculosis UGM enzyme; P9WIQ1; purified UGM, fluorescence polarization probe displacement; inhibition, % at 10 µM; 0.06% of 320,000 active; in the data active = inhibition above about 10%, passing the limit was not always enough; inconclusive = no clear call, values can overlap the other calls
MazF activator = increases E. coli MazEF RNase cleavage of RNA | P0AE70 | FAM/BHQ RNA-DNA oligo cleavage fluorescence, 5 h | activation, % at 20 µM | 0.32% of 350,000 active | AID 504720; in the data active = activation above about 50%
Target sequence (P0AE70 whole entry, looked up): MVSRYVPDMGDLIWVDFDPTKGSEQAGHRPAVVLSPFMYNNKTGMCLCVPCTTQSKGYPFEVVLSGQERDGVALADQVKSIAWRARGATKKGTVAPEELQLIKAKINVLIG
BioA inh = blocks M. tuberculosis BioA enzyme activity; inhibition, % at 9.99 µM; purified M. tuberculosis BioA enzyme, plate reader; 0.096% of 360,000 active; in the data active = inhibition above about 40%; inconclusive = no clear call, values can overlap the other calls
FBA Mtb inh = inhibitors of M. tuberculosis fructose-bisphosphate aldolase | P9WQA3 | purified M. tuberculosis FBA, fluorescence read-out | inhibition, % at 1 µM | 2.3% of 360,000 active | AID 588726; in the data active = inhibition above about 27%;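 note: 0% = vehicle and 100% = reference inhibitor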
Target sequence (P9WQA3 whole entry, looked up): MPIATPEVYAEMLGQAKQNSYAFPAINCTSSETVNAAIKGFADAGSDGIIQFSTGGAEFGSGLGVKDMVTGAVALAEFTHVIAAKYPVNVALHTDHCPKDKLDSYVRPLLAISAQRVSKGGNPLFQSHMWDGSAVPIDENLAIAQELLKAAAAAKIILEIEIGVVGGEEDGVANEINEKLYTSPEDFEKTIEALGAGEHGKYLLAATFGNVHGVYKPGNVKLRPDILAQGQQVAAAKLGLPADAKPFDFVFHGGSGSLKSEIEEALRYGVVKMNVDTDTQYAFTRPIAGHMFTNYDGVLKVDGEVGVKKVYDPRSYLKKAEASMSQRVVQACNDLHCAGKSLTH
* marks the source's active call; other numbers are inactive results; ? = inconclusive; . = not tested or not shown. Cut-off read from the data, not from the text of the source, unless noted: active = inhibition above about 30%; inactive = the rest.

[1] Cc1cc(=O)n2nc(N3CCC(C(=O)Nc4c(F)c(F)c(F)c(F)c4F)CC3)sc2n1
[2] Cc1ccc(NC(=O)C(OC(=O)c2ccc(F)cc2)c2ccccc2)cc1Cl (stereo not drawn)
[3] Cn1c(=O)c2c(nc(NC3CCCCC3)n2CC(=O)C23CC4CC(CC(C4)C2)C3)n(C)c1=O
[4] O=C(CN1CCSC1=NCc1ccccc1)c1ccc(Cl)c(Cl)c1
[5] Cc1cccc(/C=N\NC(=O)c2ccc(Cl)cc2)c1O
[6] O=C(O)C(NC(=O)C1CCCN1C(=O)OCc1ccccc1)c1ccccc1 (stereo not drawn)
[7] Fc1ccc(N=Cc2ccc[nH]2)cc1
[8] CC(C)(C)c1ccc(C2=CC(c3ccccc3F)n3ncnc3N2)cc1 (stereo not drawn)
Compound	1	2	3	4	5	6	7	8
Rv3671c protease	8	-24	8	-13	-25	.	3	-21
FadD28 binding	-0.6	-1.9	-1.1	-0.2	-0.5	1.0	-2.4	-1.3
BoNT F protease	-1	-2	0	-10	0	7	0	-13
CCHF vOTU inh	5	7	4	-3	28	-6	4	5
VHR inh abs	-37	0	22	25	16	-22	7	.
GDH-TPI counter	-11	6	9	6	6	-8	-4	-2
UGM FP inh	-2.7	0.9	1.9	0.2	-2.2	-0.3	1.0	4.4
MazF activator	10	-13	-6	-7	-8	5	6	-5
BioA inh	0.8	-4.0	-3.5	.	.	0.3	-1.0	-0.3
FBA Mtb inh	-1	0	0	-1	6	2	0	14

[9] CN1CCN(S(=O)(=O)c2ccc(NC(=O)c3cccc(F)c3)cc2)CC1
[10] Cc1c(NC(=S)Nc2ccccc2C(F)(F)F)cccc1[N+](=O)[O-]
[11] Cc1ccccc1C(=O)N1CCC(C(=O)N2CCCc3ccccc32)CC1
[12] COc1ccc(/C=C2/SC(=S)NC2=O)cc1OCc1ccccc1
[13] O=C(/C=C/c1ccc(O)c(O)c1)c1ccccc1O
[14] COc1ccc(NC(=O)c2cccc(S(=O)(=O)N3CCOCC3)c2)cn1
[15] O=C(NCC1CCCO1)c1cnc(Cl)c(Cl)c1 (stereo not drawn)
[16] CC(NS(=O)(=O)c1ccc([N+](=O)[O-])cc1)C(c1cccs1)N1CCOCC1 (stereo not drawn)
Compound	9	10	11	12	13	14	15	16
Rv3671c protease	-1	-3	-8	-34	-3	0	0	7
FadD28 binding	-1.0	0.6	-2.9	0.3	-0.3	1.5	-0.2	-3.3
BoNT F protease	-1	-14	-8	-5	-8	-2	14	-7
CCHF vOTU inh	1	-15	-2	-3	7	7	0	-4
VHR inh abs	2	30	.	25	35	12	-15	24
GDH-TPI counter	6	9	-3	19	6	16	2	1
UGM FP inh	-3.1	-1.1	0.1	-1.8	3.2	1.1	-1.5	1.7
MazF activator	-5	5	3	-3	-17	-8	5	-3
BioA inh	0.1	.	1.4	-1.4	1.7	0.5	-0.2	0.5
FBA Mtb inh	-2	1	-2	-1	-4	-2	2	2

[17] O=C(c1cc(=O)[nH]c2ccccc12)N1CCN(c2ccc([N+](=O)[O-])cc2)CC1
[18] Clc1ccc2c(NCc3ccco3)ncnc2c1
[19] Cc1nn(CCO)c2c1C(=O)CCC2
[20] CCn1c(=N)c(S(=O)(=O)c2ccccc2)cc2c(=O)n3ccccc3nc21
[21] CCC1(CC)Cc2ccccc2C(=C(C#N)C#N)N1
[22] CC1CC(C)CN(C(=O)COC(=O)c2cc(S(=O)(=O)N3CCOCC3)ccc2F)C1 (stereo not drawn)
[23] Cc1n[nH]c(=O)nc1N/N=C/c1ccc(O)c([N+](=O)[O-])c1
[24] Fc1ccc(-c2csc(N3CCSCC3)n2)cc1
Compound	17	18	19	20	21	22	23	24
Rv3671c protease	-1	2	-11	-6	5	6	-5	8
FadD28 binding	-3.1	-0.7	-3.6	-2.0	-6.0	-4.1	-1.3	1.3
BoNT F protease	1	-12	4	-1	0	5	4	-1
CCHF vOTU inh	16	0	1	-30	16	4	0	10
VHR inh abs	-26	15	0	14	5	.	8	17
GDH-TPI counter	35*	1	12	-5	23	1	43*	1
UGM FP inh	1.7	1.9	2.1	1.4	-0.1	-1.7	0.5	0.6
MazF activator	18	-5	3	228*	3	1	-4	3
BioA inh	-2.2	.	-1.4	.	-0.4	-0.4	1.1	-3.3
FBA Mtb inh	-7	2	0	20	2	0	0	0

[25] Cc1ccc(Cl)cc1N1CCN(Cc2nc3ccsc3c(=O)[nH]2)CC1
[26] C[C@@H]1CN([C@H](C)CO)C(=O)c2c(c3ccccc3n2C)-c2ccccc2CO[C@H]1CN(C)C(=O)CCC(F)(F)F
[27] Cc1cccc(NC(=O)c2ccccc2[N+](=O)[O-])n1
[28] CC1(C(=O)NS(=O)(=O)C2CC2)CCCN(C(=O)COc2ccc(Cl)cc2Cl)C1 (stereo not drawn)
[29] COc1cc2c(cc1NC(=O)COC(=O)CNS(=O)(=O)c1ccc(C)cc1)oc1ccccc12
[30] O=C(NCc1ccccc1)N1CCC(c2nc3ccccc3[nH]2)CC1
[31] Cc1ccc(-c2ccc(OCC(=O)N3CCOCC3)cc2)cc1
[32] CC(CN1CCN(c2ccccc2)CC1)c1ccccc1 (stereo not drawn)
Compound	25	26	27	28	29	30	31	32
Rv3671c protease	-1	.	15	.	-3	-2	-22	-6
FadD28 binding	-4.2	-0.2	-0.6	0.6	-0.5	-3.7	-2.4	0.4
BoNT F protease	-4	4	-1	6	-4	1	-9	-7
CCHF vOTU inh	10	5	7	4	2	-9	8	-33
VHR inh abs	-6	.	10	.	3	36	-11	1
GDH-TPI counter	1	-3	3	11	2	3	9	13
UGM FP inh	-0.2	.	-3.8	.	-0.1	-5.3	-0.2	1.6
MazF activator	4	2	10	.	-14	1	-8	4
BioA inh	.	0.8	-1.3	-2.3	.	4.2	-0.7	3.1
FBA Mtb inh	4	3	-1	0	0	2	0	1

[33] COC(c1ccccc1)(c1ccccc1)C(Oc1nccc(C)n1)C(=O)O (stereo not drawn)
[34] CCNC(=O)N1C[C@H]2CON(C)[C@H]2C[C@H]1c1ccccc1Br
[35] Cc1ccc(C(=O)OCC(=O)c2ccc(Cl)s2)s1
[36] CN(CCN1CCOCC1)C(=O)CC1C(=O)NCCN1Cc1ccccc1F (stereo not drawn)
[37] NCCNC(=O)Cc1ccc(NC(=O)Cc2ccc(Nc3ncnc4c3ncn4[C@@H]3O[C@H](CO)[C@@H](O)[C@H]3O)cc2)cc1
[38] COc1ccccc1-n1nnnc1SCc1ccccc1
[39] Oc1ccc(-c2n[nH]c(=S)n2-c2ccc3c(c2)OCCO3)cc1
[40] Cc1ccc(N2Cc3ccccc3OC(C)C2=O)cc1 (stereo not drawn)
Compound	33	34	35	36	37	38	39	40
Rv3671c protease	-1	.	-4	1	-1	6	1	-2
FadD28 binding	0.7	-0.4	-4.3	0.0	-1.0	-4.3	0.9	-5.9
BoNT F protease	?	-1	-8	-2	-1	-5	-5	-5
CCHF vOTU inh	2	-4	-5	4	4	7	-2	-8
VHR inh abs	31	.	0	26	.	-9	-4	-14
GDH-TPI counter	2	-3	1	3	10	6	7	-1
UGM FP inh	-0.3	.	2.3	-0.7	-0.9	-1.0	-2.1	0.7
MazF activator	3	4	-1	-3	-2	6	6	6
BioA inh	-1.1	-0.9	-0.6	-0.5	-0.6	2.0	.	2.9
FBA Mtb inh	-1	-1	5	2	1	-5	0	-2

[41] Cc1cc(NC(=O)Nc2ccc(F)c(Cl)c2)no1
[42] C(=N\Nc1ncnc2sc3c(c12)CCC3)/c1ccncc1
[43] Cc1c(NS(=O)(=O)c2cc(NC(=O)CCN3CCCC(C)C3)ccc2Cl)c(=O)n(-c2ccccc2)n1C (stereo not drawn)
[44] O=C(Nc1nc(-c2ccccn2)cs1)c1ccccc1-n1cnnn1
[45] CNC(=O)c1ccc(-c2nc(-c3ccccc3)cs2)cc1
[46] COCCn1c(C)cc(/C=C2\NC(=S)N(C)C2=O)c1C
[47] CCOC(=O)N1CCN(S(=O)(=O)c2ccc(C(=O)NNc3nc4ccc(Cl)cc4s3)cc2)CC1
[48] Cc1ccc(-c2noc(CN3CCN(c4ccccc4F)CC3)n2)cc1
Compound	41	42	43	44	45	46	47	48
Rv3671c protease	-8	-14	-2	-11	-18	-11	-4	4
FadD28 binding	-5.6	-2.7	-0.4	-3.2	-2.6	-1.5	12*	-1.7
BoNT F protease	1	-28	1	-4	2	2	3	-12
CCHF vOTU inh	-5	34*	5	6	-21	8	.	14
VHR inh abs	-10	50*	24	6	9	-10	4	-6
GDH-TPI counter	5	18	1	14	5	36*	16	2
UGM FP inh	0.7	3.9	-1.8	0.1	-3.8	-0.3	0.1	-0.7
MazF activator	-2	11	2	6	3	34	5	2
BioA inh	.	0.6	-0.6	-1.3	.	.	-1.1	-0.6
FBA Mtb inh	0	-5	6	1	23	-16	-1	0

Entries of single compounds from above. Order of screens: Rv3671c protease	FadD28 binding	BoNT F protease	CCHF vOTU inh	VHR inh abs	GDH-TPI counter	UGM FP inh	MazF activator	BioA inh	FBA Mtb inh
Shown for CNC(=O)c1ccc(-c2nc(-c3ccccc3)cs2)cc1 → -18	-2.6	2	-21	9	5	-3.8	3	.	23
Shown for CCOC(=O)N1CCN(S(=O)(=O)c2ccc(C(=O)NNc3nc4ccc(Cl)cc4s3)cc2)CC1 → -4	12*	3	.	4	16	0.1	5	-1.1	-1
Shown for O=C(Nc1nc(-c2ccccn2)cs1)c1ccccc1-n1cnnn1 → -11	-3.2	-4	6	6	14	0.1	6	-1.3	1
Shown for Cc1ccc(-c2noc(CN3CCN(c4ccccc4F)CC3)n2)cc1 → 4	-1.7	-12	14	-6	2	-0.7	2	-0.6	0
Shown for Cc1cc(NC(=O)Nc2ccc(F)c(Cl)c2)no1 → -8	-5.6	1	-5	-10	5	0.7	-2	.	0

Screens from PubChem BioAssay.
